From PubChem BioAssay
EPAC1 antagonist: qHTS for Antagonist of cAMP-regulated guanine nucleotide exchange factor 3 (EPAC1): primary screen; EPAC1 GEF assay, Rap1b-BODIPY-GDP exchange fluorescence; Potency, µM (top dose mostly 115 µM), without a hit: at the top dose activity change, negative = inhibition, hits mostly inhibitors; 360,000 tested, 0.14% active;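 also: plate controls were vehicle for no effect and positive control for full effect; nearly all actives have a fitted effect of over 50% in size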
FUS suppressor: qHTS for Suppressors of FUS Proteinopathy: Primary screen using FUS-linked yeast assay. S. cerevisiae FUS-expressing, growth rescue, OD600, 24 h. Potency, µM (titrated, usually from 76.6 µM), without a hit: top-dose growth rescue (activation), most hits filed as activators. 390,000 tested, 0.24% active. AID 1347120, 2019;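 also: plate controls were DMSO vehicle for no effect and reference control for full effect; nearly all actives have a fitted effect of over 55% in size; some results filed as inactive show a strong effect at the top dose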
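Yeast expressing FUS under galactose induction, OD 0.005 in 2% galactose medium; compounds in a dilution series, 24 h at 30C. Growth rescue by absorbance at 600 nm; CP55940 positive control, DMSO negative.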
EPAC2 antag: qHTS for Antagonist of cAMP-regulated guanine nucleotide exchange factor 2 (EPAC2): primary screen; Rap guanine nucleotide exchange factor 4 (Homo sapiens), Q8WZA2; EPAC2 GEF exchange of Rap1B-BODIPY-GDP, fluorescence; Potency, µM (titrated, usually from 114 µM), without a hit: at the highest dose activity, negative = inhibition, hits mostly inhibitors; 360,000 tested, 0.18% active; also: % is scaled to controls: 0 for no effect and ±100 for the full control effect; nearly all actives have a fitted effect of over 45% in size; many of its hits are not listed in these tables
Target sequence (Q8WZA2 whole entry, looked up): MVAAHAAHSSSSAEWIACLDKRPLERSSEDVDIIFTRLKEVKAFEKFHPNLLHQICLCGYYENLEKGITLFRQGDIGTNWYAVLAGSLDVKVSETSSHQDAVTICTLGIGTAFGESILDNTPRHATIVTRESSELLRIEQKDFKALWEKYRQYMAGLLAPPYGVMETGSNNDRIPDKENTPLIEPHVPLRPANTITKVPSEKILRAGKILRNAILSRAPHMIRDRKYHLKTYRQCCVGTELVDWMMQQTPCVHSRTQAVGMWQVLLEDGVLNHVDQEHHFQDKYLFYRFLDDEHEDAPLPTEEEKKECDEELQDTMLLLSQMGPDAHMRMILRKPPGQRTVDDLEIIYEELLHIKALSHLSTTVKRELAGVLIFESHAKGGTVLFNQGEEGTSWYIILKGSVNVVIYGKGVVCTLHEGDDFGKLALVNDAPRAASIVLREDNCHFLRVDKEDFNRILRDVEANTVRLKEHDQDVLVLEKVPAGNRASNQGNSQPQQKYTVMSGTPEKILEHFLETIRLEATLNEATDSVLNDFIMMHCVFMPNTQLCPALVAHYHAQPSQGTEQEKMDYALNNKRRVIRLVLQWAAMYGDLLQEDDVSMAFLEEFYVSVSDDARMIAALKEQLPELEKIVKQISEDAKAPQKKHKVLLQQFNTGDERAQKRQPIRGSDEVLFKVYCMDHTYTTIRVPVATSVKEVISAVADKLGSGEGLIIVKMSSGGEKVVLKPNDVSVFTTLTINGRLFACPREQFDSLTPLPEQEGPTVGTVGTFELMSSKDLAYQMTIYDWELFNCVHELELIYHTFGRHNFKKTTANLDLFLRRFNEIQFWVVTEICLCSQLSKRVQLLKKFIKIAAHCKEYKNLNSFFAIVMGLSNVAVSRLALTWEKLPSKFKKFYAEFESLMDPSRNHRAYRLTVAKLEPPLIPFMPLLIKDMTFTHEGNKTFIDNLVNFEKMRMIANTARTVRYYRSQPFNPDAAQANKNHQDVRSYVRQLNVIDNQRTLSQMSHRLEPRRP
PTHR1 ag: qHTS for PTHR1 Agonists: Primary Screen. Parathyroid hormone/parathyroid hormone-related peptide receptor (Homo sapiens), Q03431. HEK293 GP2 PTHR1 cells, GloSensor cAMP luminescence, 1 h. Potency, µM (highest dose often 115 µM), for inactives: top-dose activation, most hits filed as activators. 410,000 tested, 0.075% active; also: nearly all actives have a fitted effect of over 55% in size; some results filed as inactive show a strong effect at the top dose; inactives centre near -15; many of its hits are not listed in these tables
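HEK-293-derived GP2 cells expressing PTHR1 and a GloSensor cAMP reporter, 3,000/well, plated overnight, given luciferin plus IBMX (each 0.5 mM as added) for 1 h at 37 °C, then compound for 1 h at 37 °C. Luminescence was read after 15 min at room temperature.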
TDP43 rescue: qHTS of TDP-43 Inhibitors; TDP-43 expressing yeast growth rescue, BacTiter-Glo, 24 h; 410,000 tested, 1.8% active; Potency, µM (top dose mostly 46.1 µM), for the others: top-dose growth rescue (activation), actives largely listed as activators; AID 652104, 2013; also: % of control where 0% means no effect; nearly all actives have a fitted effect of over 50% in size
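Growth rescue of TDP-43-toxic yeast measured as ATP luminescence (BacTiter-Glo). Cells grown to mid-log in raffinose, induced in galactose at OD600=0.02, exposed to compound 24 hr at 30 deg C.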
aSyn rescue: qHTS of alpha-syn Inhibitors; Potency, µM (titrated, usually from 46.1 µM), inactives show at the top dose growth rescue (activation), usual class: activators; 370,000 tested, 0.14% active; Yeast expressing alpha-synuclein, growth rescue, BacTiter-Glo, 24 h; also: % of control where 0% means no effect; nearly all actives have a fitted effect of over 65% in size
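Rescue of yeast growth: cells expressing toxic alpha-synuclein, induced in galactose at OD600 0.02, incubated with compound 24 h at 30 C. ATP luminescence quantified growth; inhibitors of toxicity appear as activators.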
EPAC2 ag: qHTS for Agonist of cAMP-regulated guanine nucleotide exchange factor 4 (EPAC2): primary screen; EPAC2 activation, biochemical qHTS; response scale: 100% = 6.5 mM cAMP response; 360,000 tested, 0.079% active; Potency, µM (series often up to 154 µM), for inactives: at the highest dose activation, most hits filed as activators; also: nearly all actives have a fitted effect of over 50% in size
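Setup: EPAC2 100 nM, labeled Rap1B complex 250 nM, free GDP 50 uM. Compound titrations pinned in, brief spin, 5 min room temperature incubation. Kinetic fluorescence read over 30 min, normalized to 6.5 mM cAMP.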
EPAC1 ag: qHTS for Agonist of cAMP-regulated guanine nucleotide exchange factor 3 (EPAC1): primary screen. EPAC1 agonist qHTS, biochemical assay; response scale: 100% = response to 6.5 mM cAMP. Rap guanine nucleotide exchange factor 3 (Homo sapiens), O95398. 360,000 tested, 0.073% active. AID 720707, 2013. Potency, µM (highest dose often 154 µM), for inactives: at the highest dose activation, most hits filed as activators; also: nearly all actives have a fitted effect of over 60% in size
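Read-out is the fluorescence drop as BODIPY-GDP leaves Rap1B (480 nm excitation, 540 nm emission), recorded every 5 minutes over 30 minutes. Reactions held 100 nM EPAC1, 250 nM Rap1B–BODIPY-GDP and 50 uM GDP, with 6.5 mM cAMP setting full activation.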
* hit, by the source's call; & = joins results of further samples; [ ] = another dose, or the depositor's remark. Calls follow the shape of the dose curve; as a rule, active = well fitted curve in the direction sought with a large enough effect; inconclusive = small, poorly fitted or top-dose-only effect, or another doubt; inactive = no such curve, though single readings can be large; an effect the other way counts as inactive or inconclusive. Potency is read from the fitted curve at half-maximal effect. Only part of the results is shown; count on the stated rates, not on these rows.

`Cc1ccc(NC(=O)Nc2cnc3ccccc3c2)cc1` gave EPAC1 antagonist -5%, FUS suppressor 3%, EPAC2 antag 6%, PTHR1 ag -7%, TDP43 rescue -2%, aSyn rescue -6%, EPAC2 ag 2% and EPAC1 ag 1%.
For CCOC(=O)C1(Cc2ccccc2C)CCCN(C(=O)c2ccc(COC)o2)C1 (configuration not stated) the results were EPAC1 antagonist 3%, FUS suppressor 19%, EPAC2 antag -5%, PTHR1 ag inactive, TDP43 rescue 0%, aSyn rescue -1%, EPAC2 ag 13% and EPAC1 ag -4%.
`O=C(CN1CCc2ccccc2C1)Nc1cc(S(=O)(=O)N2CCOCC2)ccc1N1CCOCC1` gave EPAC1 antagonist 25%, FUS suppressor 3%, EPAC2 antag 8%, PTHR1 ag -10%, TDP43 rescue -9%, aSyn rescue -10%, EPAC2 ag 4% and EPAC1 ag -4%.
`COc1ccc(C(=O)N2CCCCCC2)cc1S(=O)(=O)N1CCOCC1` gave EPAC1 antagonist 3%, FUS suppressor 12%, EPAC2 antag 5%, PTHR1 ag inactive, TDP43 rescue -21%, aSyn rescue 4%, EPAC2 ag -8% and EPAC1 ag -12%.
O=C(CCc1nc2ccccc2n1-c1ccccc1)NCCO was read as EPAC1 antagonist 13%, FUS suppressor 8%, EPAC2 antag 10%, PTHR1 ag inactive, TDP43 rescue 4%, aSyn rescue -6%, EPAC2 ag 7% and EPAC1 ag -6%.
Screening c1coc(CNc2ncnc3[nH]ncc23)c1 returned EPAC1 antagonist -4%, FUS suppressor -12%, EPAC2 antag -4%, PTHR1 ag inactive, TDP43 rescue -14%[1.82 µM], aSyn rescue 0%&2%, EPAC2 ag 7% and EPAC1 ag 5%.
Screening COc1ccccc1/C=C1\Cc2ccccc2C1=O returned EPAC1 antagonist -16%, FUS suppressor -26%, EPAC2 antag -7%, PTHR1 ag -30%, TDP43 rescue -18%, aSyn rescue 3%, EPAC2 ag 7% and EPAC1 ag 5%.
For COC(/C=C/Nc1ccc(Br)cc1)=C(C#N)C#N the results were EPAC1 antagonist -4%, FUS suppressor -19%, EPAC2 antag 6%, PTHR1 ag -10%[57.5 µM], TDP43 rescue 1%, aSyn rescue -9%, EPAC2 ag -2% and EPAC1 ag 8%.
Screening CCCOc1ccc(C(=O)NC(=S)NNC(=O)c2c(-c3ccccc3)noc2C)cc1 returned EPAC1 antagonist 3%, FUS suppressor -10%, EPAC2 antag 11%, PTHR1 ag 5%, TDP43 rescue inconclusive, aSyn rescue 16%, EPAC2 ag -6% and EPAC1 ag -10%.
For CCOC(=O)[C@]12CCCC=C1N(Cc1ccco1)C(=O)[C@H](CC(=O)NCCc1ccccc1OC)C2 the results were EPAC1 antagonist -12%, FUS suppressor 25%, EPAC2 antag -9%, PTHR1 ag -2%, TDP43 rescue 11%, aSyn rescue 2%, EPAC2 ag 0% and EPAC1 ag 0%.
Screening O=C(Nc1sc2c(c1C(=O)O)CCCCC2)c1ccccc1F returned EPAC1 antagonist -18%, FUS suppressor 41%, EPAC2 antag -17%, PTHR1 ag -71%[inhibitor], TDP43 rescue -21%[0.397 µM], aSyn rescue -59%[inhibitor], EPAC2 ag -3% and EPAC1 ag -6%.
Screening COc1cc(C(=O)N2CCN(C(=O)c3cccc4ccccc34)CC2)cc(OC)c1OC returned EPAC1 antagonist -5%, FUS suppressor -9%, EPAC2 antag 4%, PTHR1 ag -19%, TDP43 rescue 24%, aSyn rescue 7%, EPAC2 ag -5% and EPAC1 ag 5%.
C/C(N)=C(\C#N)C(=O)NCCc1ccccn1 was read as EPAC1 antagonist -2%, FUS suppressor 12%, EPAC2 antag 0%, PTHR1 ag inactive, TDP43 rescue -3%, aSyn rescue 4%, EPAC2 ag 6% and EPAC1 ag 1%.
Cc1nnc(SCCn2c(N3CCCCC3)nc3c2c(=O)n(C)c(=O)n3C)s1 was read as EPAC1 antagonist 2%, FUS suppressor 19%, EPAC2 antag -2%, PTHR1 ag -7%, TDP43 rescue 12%, aSyn rescue -1%, EPAC2 ag 10% and EPAC1 ag 6%.
For O=C(Nc1nc2ccccc2[nH]1)C1CCCO1 (configuration not stated) the results were EPAC1 antagonist 12%, FUS suppressor 9%, EPAC2 antag 7%, PTHR1 ag -32%[inhibitor][57.5 µM], TDP43 rescue -14%, aSyn rescue -5%, EPAC2 ag 7% and EPAC1 ag -6%.
C/C(=N\NC(=O)CNC(=O)c1ccncc1)c1ccc(C)cc1 was read as EPAC1 antagonist -9%, FUS suppressor 16%, EPAC2 antag 0%, PTHR1 ag -20%, TDP43 rescue 22%[9.22 µM], aSyn rescue inconclusive, EPAC2 ag 5% and EPAC1 ag 6%.
For Cn1c(=O)c2c(-c3ccccc3)n(-c3cc(C(=O)O)ccc3O)cc2n(C)c1=O the results were EPAC1 antagonist -12%, FUS suppressor -21%, EPAC2 antag 7%, PTHR1 ag -17%, TDP43 rescue 18%, aSyn rescue 1%, EPAC2 ag 9% and EPAC1 ag 22%.
`COc1ccc(C)cc1NC(=O)c1c([N+](=O)[O-])cnn1C` gave EPAC1 antagonist -17%, FUS suppressor 3%, EPAC2 antag -2%, PTHR1 ag inactive, TDP43 rescue 17%, aSyn rescue -11%, EPAC2 ag -2% and EPAC1 ag 5%.
Screening CC(C)c1ccccc1NC(=O)COC(=O)Cc1ccsc1 returned EPAC1 antagonist -15%, EPAC2 antag 7%, PTHR1 ag 3%, TDP43 rescue 21%, aSyn rescue 2%, EPAC2 ag -6% and EPAC1 ag 0%.
For CC(=O)c1ccc(N=Nc2ccc(N)cc2)cc1 the results were EPAC1 antagonist 0%, FUS suppressor 10%, EPAC2 antag inconclusive, PTHR1 ag -27%, TDP43 rescue 14%, aSyn rescue -1%, EPAC2 ag 4% and EPAC1 ag 2%.
CCC(C)NC(=O)CCc1c(C)nc2c(c(C)nn2-c2ccccc2)c1C (configuration not stated) was read as EPAC1 antagonist -26%, FUS suppressor -19%, EPAC2 antag 15%, PTHR1 ag -7%, TDP43 rescue 15%, aSyn rescue -1%, EPAC2 ag -3% and EPAC1 ag -1%.
Cc1nc2ccccc2c(=O)n1CCCO was read as EPAC1 antagonist -6%, FUS suppressor 15%, EPAC2 antag 2%, PTHR1 ag inactive, TDP43 rescue 1%, aSyn rescue 0%, EPAC2 ag -2% and EPAC1 ag 1%.
`COc1cccc(-c2cnc3c(NC=O)cc(-c4ccccc4Oc4ccccc4)cn23)c1` gave EPAC1 antagonist -14%, FUS suppressor inconclusive, EPAC2 antag -5%, PTHR1 ag -43%[inhibitor], TDP43 rescue 35µM*, aSyn rescue inconclusive, EPAC2 ag 10% and EPAC1 ag -15%.
`CCCCNC(=O)C1(C)CCN1C(=O)c1cccc2c1OCCO2` (configuration not stated) gave EPAC1 antagonist -20%, FUS suppressor -17%, EPAC2 antag -5%, PTHR1 ag 9%, TDP43 rescue 10%, aSyn rescue -1%, EPAC2 ag 2% and EPAC1 ag -1%.
`CC1CC1C(=O)OCC(=O)Nc1cccc(F)c1` (configuration not stated) gave EPAC1 antagonist 14%, FUS suppressor -17%, EPAC2 antag 7%, PTHR1 ag -41%[inhibitor], TDP43 rescue -4%, aSyn rescue 2%, EPAC2 ag 1% and EPAC1 ag 0%.
Screening COCCn1nnnc1C(c1ccccc1OC)N1CCN(c2ccccc2F)CC1 (configuration not stated) returned EPAC1 antagonist -6%, FUS suppressor 3%, EPAC2 antag -7%, PTHR1 ag inactive, TDP43 rescue 19%, aSyn rescue 6%, EPAC2 ag -10% and EPAC1 ag 0%.
COc1cccc(CN=c2c([N+](=O)[O-])nn(-c3ccccc3C)n2O)c1 was read as EPAC1 antagonist -3%, EPAC2 antag 3%, PTHR1 ag -1%, TDP43 rescue inconclusive, aSyn rescue -2%, EPAC2 ag 6% and EPAC1 ag -1%.
For O=C(NNC(=O)c1ccc2ccccc2c1)c1cccc(Cl)c1 the results were EPAC1 antagonist -14%, FUS suppressor 21%, EPAC2 antag 20%, PTHR1 ag -10%, TDP43 rescue -21%, aSyn rescue -1%, EPAC2 ag 1% and EPAC1 ag -6%.
For CCOC(=O)C1=C(CC)Nc2ccccc2N/C1=N\S(=O)(=O)c1ccccc1OC the results were EPAC1 antagonist 2%, FUS suppressor -11%, EPAC2 antag -16%, PTHR1 ag 11%, TDP43 rescue 3%, aSyn rescue -3%, EPAC2 ag 6% and EPAC1 ag 4%.
Screening CCOC(=O)C1C(=O)C(=O)N(C2CCCCC2)C1C(=O)OCC (configuration not stated) returned EPAC1 antagonist -9%, FUS suppressor 26%, EPAC2 antag -3%, PTHR1 ag -5%, TDP43 rescue -51%[inhibitor], aSyn rescue -4%, EPAC2 ag 4% and EPAC1 ag -5%.
Screening CC1CN(S(=O)(=O)c2ccc(C(=O)Nc3nncs3)cc2)CC(C)O1 (configuration not stated) returned EPAC1 antagonist -3%, EPAC2 antag -1%, PTHR1 ag inactive, TDP43 rescue 10%, aSyn rescue 1%, EPAC2 ag 4% and EPAC1 ag 4%.
Cc1ccc(OCCNS(=O)(=O)c2ccc(N3CCCC3=O)cc2)cc1 was read as EPAC1 antagonist 5%, FUS suppressor -10%, EPAC2 antag -2%, PTHR1 ag -39%[57.5 µM], TDP43 rescue 3%, aSyn rescue -15%, EPAC2 ag -2% and EPAC1 ag -10%.

2 neighbouring entries out of the list so far, for reference:
Screening CC1CN(S(=O)(=O)c2ccc(C(=O)Nc3nncs3)cc2)CC(C)O1 (configuration not stated) returned EPAC1 antagonist -3%, EPAC2 antag -1%, PTHR1 ag inactive, TDP43 rescue 10%, aSyn rescue 1%, EPAC2 ag 4% and EPAC1 ag 4%.
Cc1ccc(OCCNS(=O)(=O)c2ccc(N3CCCC3=O)cc2)cc1 was read as EPAC1 antagonist 5%, FUS suppressor -10%, EPAC2 antag -2%, PTHR1 ag -39%[57.5 µM], TDP43 rescue 3%, aSyn rescue -15%, EPAC2 ag -2% and EPAC1 ag -10%.
